Assay outcomes from PubChem BioAssay.
Mdm2 ligase inh: MDM2-luciferase reporter signal enhancers, primary screen, MDM2 E3 ligase inhibitor project, cell-based, luminescence, 1536-well. signal enhancement, % at 5 µM. actives 0.11% (n = 210,000). cell-based MDM2 ubiquitination luciferase reporter, 2 h; 0 = plate control, 100 = twice control, blank-subtracted. E3 ubiquitin-protein ligase Mdm2 (Homo sapiens), Q00987;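 active = signal enhancement of 30% or more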;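 note: luminescence tracks abundance of the self-degrading MDM2-luciferase fusion protein; higher signal means inhibition of MDM2 E3 ligase activity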
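Assay system: stable mammalian line carrying autodegrading MDM2–luciferase fusion reporter; amount: 2000 cells seeded into each well; buffer or medium: DMEM; benchmarks: plate control and blank wells; signal: luciferase luminescence; timing: 2 h compound exposure at 37 °C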
TNF necrop inh: inhibitors of TNF-alpha triggered necroptosis, primary screen, cell-based, Jurkat FADD-/-, single concentration; actives 0.068% (n = 220,000); activation (protection from cell death), % at 10 µM; Jurkat FADD-/- TNF necroptosis rescue, ATP luminescence, 24 h; 0 = TNF only, 100 = no-TNF cells;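 active = activation, meaning protection from cell death, of at least 50% relative to plate controls; inactive = activation below 50%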;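 note: necroptosis triggered by 40 ng/mL TNF-alpha added together with compound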
eIF4E-4G inh: eIF4E–eIF4G protein interaction inhibitors, primary screen, biochemical, uHTS, TR-FRET, eIF4GI fragment; AID 782, 2007; inhibition, % at 21.7 µM; Eukaryotic translation initiation factor 4E (Mus musculus) + Eukaryotic translation …; TR-FRET eIF4E-eIF4GI(517-606) binding, 2 h; actives 0.37% (n = 220,000);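 active = inhibition above about 30%, limit read from the data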;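 note: 0% = full FRET control wells and 100% = background wells lacking eIF4GI fragment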
PERK inhibitor: block of dimerizer-induced PERK translation repression, primary screen, PERK inhibitor project, CHO PERK-DD cells, SEAP luminescence, HTS; Eukaryotic translation initiation factor 2-alpha kinase 3 (Homo sapiens), Q9NZJ5; CHO PERK-DD fusion, SEAP luminescence translation reporter; inhibition, % at 5.6 µM; actives 0.17% (n = 220,000); AID 1416, 2008;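 active = inhibition above the mean inhibition of all tested compounds plus 3 SD, set separately per screening campaign, cut at about 2.9% in these data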;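 note: PERK kinase domain activated by AP20187 dimerizer at 100 nM; 0% = DMSO with dimerizer and 100% = rapamycin at 8.4 µM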
L929 necroptosis: inhibitors of zVAD-triggered necroptosis, primary screen, L929 cells; L929 zVAD necroptosis rescue, ATP luminescence, 24 h; with zVAD 60 µM; viability rescue, % at 10 µM; actives 0.38% (n = 220,000); AID 1377, 2008;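 active = activation, scaled between plate controls, above about 75%, limit read from the data; inactive = activation under that limit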;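 note: 0% = zVAD with DMSO and 100% = DMSO alone without zVAD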
Cl transport mod: KCC2 cotransporter modulators, thallium flux, primary screen, cell-based, HEK293 KCC2, FluoZin-2 fluorescence, MLSMR; KCC2 cells, thallium flux FluoZin-2 fluorescence; B-score of Tl+ flux slope (higher = more flux/activation; lower = inhibition) at 10 µM; actives 2.2% (n = 190,000); AID 1456, 2008;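 active = thallium flux slope and its plate-corrected score both differing from the plate sample mean at a set confidence after two filtering rounds, in either direction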;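 note: slope of fluorescence scaled to starting intensity during 10 to 20 s after thallium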
Target sequence (Q9H2X9 whole entry, looked up): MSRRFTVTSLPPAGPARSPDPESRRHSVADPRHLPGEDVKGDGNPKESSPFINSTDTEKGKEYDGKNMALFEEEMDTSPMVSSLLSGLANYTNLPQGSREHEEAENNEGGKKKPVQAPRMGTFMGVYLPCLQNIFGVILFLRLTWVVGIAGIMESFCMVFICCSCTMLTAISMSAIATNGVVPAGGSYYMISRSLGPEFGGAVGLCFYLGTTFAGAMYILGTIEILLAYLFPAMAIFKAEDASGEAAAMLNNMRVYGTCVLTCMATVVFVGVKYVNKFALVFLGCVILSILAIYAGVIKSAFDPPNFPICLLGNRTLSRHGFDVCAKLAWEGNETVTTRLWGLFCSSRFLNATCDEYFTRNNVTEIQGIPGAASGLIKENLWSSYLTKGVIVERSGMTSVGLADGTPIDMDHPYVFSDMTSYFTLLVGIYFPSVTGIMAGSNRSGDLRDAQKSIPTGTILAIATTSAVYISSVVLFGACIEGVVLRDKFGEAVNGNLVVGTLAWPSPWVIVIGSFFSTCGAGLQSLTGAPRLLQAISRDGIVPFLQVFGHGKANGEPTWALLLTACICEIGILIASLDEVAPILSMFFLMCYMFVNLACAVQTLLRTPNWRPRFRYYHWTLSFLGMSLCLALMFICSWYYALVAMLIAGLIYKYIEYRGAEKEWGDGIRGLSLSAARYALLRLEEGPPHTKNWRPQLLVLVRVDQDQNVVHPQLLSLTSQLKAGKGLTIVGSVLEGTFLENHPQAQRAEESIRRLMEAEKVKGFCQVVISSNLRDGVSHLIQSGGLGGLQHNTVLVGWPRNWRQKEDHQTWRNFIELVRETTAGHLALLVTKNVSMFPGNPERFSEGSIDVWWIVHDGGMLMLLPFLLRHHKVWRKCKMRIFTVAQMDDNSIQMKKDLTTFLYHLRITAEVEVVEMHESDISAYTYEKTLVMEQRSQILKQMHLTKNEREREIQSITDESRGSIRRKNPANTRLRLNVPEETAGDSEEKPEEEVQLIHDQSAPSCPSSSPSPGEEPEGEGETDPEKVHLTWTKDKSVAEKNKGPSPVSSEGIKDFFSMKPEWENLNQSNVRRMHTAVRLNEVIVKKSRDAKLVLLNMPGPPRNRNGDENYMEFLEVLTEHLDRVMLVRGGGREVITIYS
Rad51 HR inh: human RAD51 strand exchange inhibitors, primary screen, biochemical, fluorescence; DNA repair protein RAD51 homolog 1 (Homo sapiens), Q06609; inhibition, % at 10 µM; hRad51 DNA strand exchange, fluorescence dequenching; actives 0.085% (n = 200,000); AID 1385, 2008;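 active = inhibition above 40% at the single screening dose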;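 note: 0% = DMSO control wells and 100% = blanks with heterologous ssDNA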
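Test system: preformed human Rad51 ssDNA filaments; also added: Donor/quencher-labelled 47-bp dsDNA substrate; doses: 10 µM final, single point; times: 37 °C 15-min filament assembly, 30-min compound preincubation, 15-min exchange; detection: FRET fluorescence dequenching, excitation 485 nm, emission 520 nm; read-out basis: Fluorescence-based percent inhibition, control- and blank-normalised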
EBV gp42 inh: Epstein-Barr virus gp42 inhibitors, primary screen, biochemical, uHTS, fluorescence polarization | Fluorescence polarization binding assay, mP read-out | actives 0.42% (n = 220,000) | Glycoprotein 42 (Epstein-Barr virus (strain AG876)), Q1HVG2 | inhibition, % (tested at 21.74 µM); in the data active = inhibition above about 50%
Calpain2 inh: inhibitors of pig calpain II, primary screen, biochemical, fluorogenic peptide substrate, 1536-well; purified calpain II, 30 min; inhibition, % at 16 µM; actives 0.37% (n = 220,000); AID 1236, 2008;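 active = inhibition above about 50%, limit read from the data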
An asterisk follows results filed as active; [ ] = another dose, or the depositor's remark. The order is random. About 3.6% of those tested had a hit in this group.

For O=C(NCc1cccs1)c1nc(-c2cccs2)no1 the results were Mdm2 ligase inh -35, TNF necrop inh -0.9, eIF4E-4G inh 1, PERK inhibitor 1.6, L929 necroptosis 0.4, Cl transport mod -0.64, Rad51 HR inh 41*, EBV gp42 inh -10 and Calpain2 inh -11.
`CCC(C)C(=O)Nc1nc2c(s1)C(=O)CC(C)(C)C2` (centres undefined) gave Mdm2 ligase inh -13, TNF necrop inh 0.4, eIF4E-4G inh -1, PERK inhibitor -0.4, L929 necroptosis 0.2, Cl transport mod 0.71, Rad51 HR inh -1, EBV gp42 inh -2 and Calpain2 inh -12.
CCc1ccc(NC(=O)CN(c2cccc(C)c2)S(C)(=O)=O)cc1 was read as Mdm2 ligase inh 0, TNF necrop inh 1.9, eIF4E-4G inh 4, PERK inhibitor -0.6, L929 necroptosis 0.0, Cl transport mod -0.53, Rad51 HR inh -8, EBV gp42 inh -27 and Calpain2 inh 19.
`CCCCOC(=O)c1ccc(NC(=S)NC(=O)c2c(Cl)cnn2CC)cc1` gave Mdm2 ligase inh -13, TNF necrop inh -7.6, eIF4E-4G inh -5, PERK inhibitor 0.6, L929 necroptosis 0.3, Cl transport mod 23*, Rad51 HR inh 2, EBV gp42 inh -15 and Calpain2 inh -35.
Screening O=C(Nc1ccccc1)OCCNC(=O)c1cccc(Cl)c1 returned Mdm2 ligase inh -10, TNF necrop inh 2.7, eIF4E-4G inh -3, PERK inhibitor 0.8, L929 necroptosis -0.7, Cl transport mod -1.3, Rad51 HR inh -1, EBV gp42 inh -12 and Calpain2 inh -8.
Nc1nc2ccc([N+](=O)[O-])cc2[nH]1 was read as Mdm2 ligase inh -2, TNF necrop inh -0.2, eIF4E-4G inh 9, PERK inhibitor 0.0, L929 necroptosis 0.8, Cl transport mod 0.63, Rad51 HR inh -7, EBV gp42 inh 3 and Calpain2 inh 32.
CCOc1ccc2nc3c(cc2c1)CN(CCOC)C(=NCCOC)S3 was read as Mdm2 ligase inh 0, TNF necrop inh 0.5, eIF4E-4G inh -20[fluorescence artefact?], PERK inhibitor 0.1, L929 necroptosis 0.0, Cl transport mod 0.46, Rad51 HR inh -1, EBV gp42 inh -3 and Calpain2 inh -4.
Cc1ccc(-c2nc3cc(NC(=O)C(C)C)ccc3o2)cc1C was read as Mdm2 ligase inh -6, TNF necrop inh 0.7, eIF4E-4G inh 6, PERK inhibitor 0.8, L929 necroptosis 0.5, Cl transport mod 0.31, Rad51 HR inh -1, EBV gp42 inh -16 and Calpain2 inh -267.
For CCc1cccc(CC)c1NC(=O)CSc1nnc(C(C)C)n1CC the results were Mdm2 ligase inh -7, TNF necrop inh 1.1, eIF4E-4G inh 4, PERK inhibitor 0.1, L929 necroptosis 0.4, EBV gp42 inh -13 and Calpain2 inh 8.
Screening c1ccc(-c2ccc(CN3C[C@@H]4C(c5ccccc5)C5(c6cccnc6)CC4(C5)[C@H]3c3ccccc3)cc2)cc1 (some centres undefined) returned Mdm2 ligase inh 19, TNF necrop inh -1.3, eIF4E-4G inh -1, L929 necroptosis 0.7, Cl transport mod 0.056, Rad51 HR inh 5, EBV gp42 inh -15 and Calpain2 inh -50.
For CCOC(=O)COc1c(-c2ccc(OC)cc2)oc2ccccc2c1=O the results were Mdm2 ligase inh -5, TNF necrop inh -2.5, eIF4E-4G inh 1[fluorescence artefact?], PERK inhibitor 0.5, L929 necroptosis 0.1, Cl transport mod -0.2, EBV gp42 inh -5 and Calpain2 inh -233.
Screening O=C(CC1C(=O)NCCN1C(=O)Nc1ccc(Cl)cc1)Nc1ccc(F)cc1 (centres undefined) returned Mdm2 ligase inh -13, TNF necrop inh 2.8, eIF4E-4G inh 2, PERK inhibitor -1.2, L929 necroptosis -0.6, Cl transport mod 0.0071, Rad51 HR inh -2, EBV gp42 inh 8 and Calpain2 inh 0.

Entries above with a Cl atom, in the order listed:
`CCCCOC(=O)c1ccc(NC(=S)NC(=O)c2c(Cl)cnn2CC)cc1` gave Mdm2 ligase inh -13, TNF necrop inh -7.6, eIF4E-4G inh -5, PERK inhibitor 0.6, L929 necroptosis 0.3, Cl transport mod 23*, Rad51 HR inh 2, EBV gp42 inh -15 and Calpain2 inh -35.
Screening O=C(Nc1ccccc1)OCCNC(=O)c1cccc(Cl)c1 returned Mdm2 ligase inh -10, TNF necrop inh 2.7, eIF4E-4G inh -3, PERK inhibitor 0.8, L929 necroptosis -0.7, Cl transport mod -1.3, Rad51 HR inh -1, EBV gp42 inh -12 and Calpain2 inh -8.
Screening O=C(CC1C(=O)NCCN1C(=O)Nc1ccc(Cl)cc1)Nc1ccc(F)cc1 (centres undefined) returned Mdm2 ligase inh -13, TNF necrop inh 2.8, eIF4E-4G inh 2, PERK inhibitor -1.2, L929 necroptosis -0.6, Cl transport mod 0.0071, Rad51 HR inh -2, EBV gp42 inh 8 and Calpain2 inh 0.

Continued:
`OCCC1CN(CCCn2cccn2)CCN1Cc1ccccc1` (centres undefined) gave Mdm2 ligase inh -16, TNF necrop inh 0.7, eIF4E-4G inh 0, PERK inhibitor 0.9, L929 necroptosis -1.1, Cl transport mod 0.0049, Rad51 HR inh -9, EBV gp42 inh -4 and Calpain2 inh 7.
For CC1=CSC2=NC(=O)/C(=C\c3cccn3-c3ccccc3)C(=N)N12 the results were Mdm2 ligase inh -6, TNF necrop inh 0.4, eIF4E-4G inh 0, PERK inhibitor -0.9, L929 necroptosis -0.1, Cl transport mod 0.68, Rad51 HR inh -14, EBV gp42 inh 4 and Calpain2 inh -43.
For Cn1c(CNC(=O)c2ccccc2F)nnc1SCC(=O)N1CCN(c2ccccc2)CC1 the results were Mdm2 ligase inh 8, TNF necrop inh 0.3, eIF4E-4G inh -2, PERK inhibitor 0.8, L929 necroptosis 0.1, Cl transport mod 0.16, Rad51 HR inh 2, EBV gp42 inh 1 and Calpain2 inh -20.
For CN(C)S(=O)(=O)c1ccc(C(=O)N2CCOCC2)cc1 the results were Mdm2 ligase inh 2, TNF necrop inh -0.2, eIF4E-4G inh 1, PERK inhibitor 1.8, L929 necroptosis -0.7, Cl transport mod 1.5, Rad51 HR inh 0, EBV gp42 inh 5 and Calpain2 inh -5.
For Cc1ccc(Nc2nc(C(=O)N3CCC(C(=O)NCCN4CCOCC4)CC3)cs2)cc1 the results were Mdm2 ligase inh -14, TNF necrop inh -0.6, eIF4E-4G inh -1, PERK inhibitor 0.0, L929 necroptosis 2.2, Rad51 HR inh -5, EBV gp42 inh -15 and Calpain2 inh -4.
`Cc1cccc(NC(=O)NNC(=O)c2nn(C)cc2Br)c1` gave Mdm2 ligase inh -15, TNF necrop inh 1.4, eIF4E-4G inh 3, PERK inhibitor 0.5, L929 necroptosis 0.0, Cl transport mod -1.4, Rad51 HR inh -1, EBV gp42 inh -4 and Calpain2 inh 18.
Screening COc1ccc(C(=O)NC2CC3CCCC(C2)N3CC(C)C)cc1OC (centres undefined) returned Mdm2 ligase inh -11, TNF necrop inh -1.0, eIF4E-4G inh 0[fluorescence artefact?], PERK inhibitor 0.0, L929 necroptosis 1.6, Cl transport mod -1.5, Rad51 HR inh 4, EBV gp42 inh -8 and Calpain2 inh -15.
`O=C(Nc1ccc(Cl)cc1Cl)c1csc(-c2cccnc2)n1` gave Mdm2 ligase inh -10, TNF necrop inh -0.2, eIF4E-4G inh -3, PERK inhibitor 1.1, L929 necroptosis -0.7, Cl transport mod -0.013, Rad51 HR inh 9, EBV gp42 inh -18 and Calpain2 inh 10.
`Cc1nnc(SCC(=O)Nc2ccc3c(c2)OCCO3)s1` gave Mdm2 ligase inh -8, TNF necrop inh -1.1, eIF4E-4G inh 1, PERK inhibitor 0.5, L929 necroptosis 0.0, Cl transport mod 1.3, Rad51 HR inh -5, EBV gp42 inh -6 and Calpain2 inh -16.
COc1ccc(-n2c(N)c(C(=O)NCc3ccco3)sc2=S)cc1 was read as Mdm2 ligase inh -1, TNF necrop inh 0.3, eIF4E-4G inh -3, PERK inhibitor -0.2, L929 necroptosis -0.1, Cl transport mod -0.93, Rad51 HR inh -2, EBV gp42 inh -17 and Calpain2 inh 11.
For CCOc1cccc(C(=O)NC(=S)Nc2ccccc2)c1 the results were Mdm2 ligase inh -1, TNF necrop inh 2.1, eIF4E-4G inh -1[fluorescence artefact?], PERK inhibitor 0.9, L929 necroptosis -0.4, Cl transport mod 19*, Rad51 HR inh 0, EBV gp42 inh -16 and Calpain2 inh 7.
Screening Cc1ccc(C)c(SCC(=O)c2ccc[nH]2)c1 returned Mdm2 ligase inh -8, TNF necrop inh -1.4, eIF4E-4G inh 1, PERK inhibitor 1.8, L929 necroptosis -0.2, Cl transport mod -0.37, Rad51 HR inh 1, EBV gp42 inh 0 and Calpain2 inh 11.
`CC(=O)Nc1cccc(OCc2cnc(Cl)s2)c1` gave Mdm2 ligase inh -12, TNF necrop inh 0.1, eIF4E-4G inh 5, PERK inhibitor 0.4, L929 necroptosis 0.8, Cl transport mod -0.79, Rad51 HR inh 0, EBV gp42 inh -13 and Calpain2 inh 9.
O=C(CN(Cc1ccccc1)C(=O)c1ccco1)NCc1ccc(F)cc1 was read as Mdm2 ligase inh -7, TNF necrop inh -14, eIF4E-4G inh -1, PERK inhibitor -0.4, L929 necroptosis -0.5, Rad51 HR inh 5, EBV gp42 inh -14 and Calpain2 inh 3.
For CCCn1c2c(c(O)c(C(=O)Nc3nc(C)cs3)c1=O)CCCC2 the results were Mdm2 ligase inh -11, TNF necrop inh 0.8, eIF4E-4G inh 7[fluorescence artefact?], PERK inhibitor 2.4, L929 necroptosis 1.5, Cl transport mod -0.34, Rad51 HR inh -3, EBV gp42 inh -22 and Calpain2 inh -9.
CN(CC(=O)NC1CCCc2ccccc21)S(=O)(=O)c1cccs1 (centres undefined) was read as Mdm2 ligase inh 5, TNF necrop inh 2.7, eIF4E-4G inh -3, PERK inhibitor 0.1, L929 necroptosis -0.1, Cl transport mod -0.63, Rad51 HR inh 3, EBV gp42 inh -20 and Calpain2 inh -8.
For COc1ccc(-n2nc(C(=O)N3CCCCC3)c(C)c(C#N)c2=O)cc1 the results were Mdm2 ligase inh 18, TNF necrop inh 0.0, eIF4E-4G inh -1, PERK inhibitor 0.7, L929 necroptosis 1.9, Rad51 HR inh -3, EBV gp42 inh -16 and Calpain2 inh -43.
